# Pin1 inh = inhibitors of human Pin1 | Pin1 FP peptide displacement, HiFluor488, 10 min | Potency, µM (series often up to 115 µM), for inactives: top-dose activity, negative = inhibition, most hits filed as inhibitors | actives 0.009% (n = 390,000); active = well fitted inhibition curve with a large enough effect in the polarisation, with a control signal flat, not every such curve was filed as active; inconclusive = small, poorly fitted or top-dose-only effect, or effect the other way, or a change in a side signal; inactive = no such curve, though single readings can be large or run the other way; the % refers to the polarisation; note: potency is the fitted concentration of half-maximal effect; % is set by controls: 0 for no effect and ±100 for the full control effect
# PI4K2A block = blocks human PI4K2A kinase activity | Q9BTU6 | purified PI4K2A, ADP-Glo luminescence, 1 h; stronger effect = lower value | activity change, negative = inhibition, % at 76.9 µM | actives 0.13% (n = 420,000) | AID 1346378; in the data active = activity change below about -50%; inconclusive = mostly about -30% to -49%;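 note: -100% = wells without enzyme as full effect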
#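 In this quantitative HTS, ADP production by PI4K2A was quantified luminescently after 1 h at ambient temperature; 100 microM adenosine served as plate-quality control.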
# G9a block = G9a (human) methyltransferase inhibition. Q96KQ7. G9a H3K9 monomethylation, AlphaScreen, 2 h. Potency, µM (titrated, usually from 102 µM), inactives show at the highest dose activity, negative = inhibition, most hits filed as inhibitors. actives 8.8% (n = 350,000); note: potency is the fitted concentration of half-maximal effect; % is set by controls: 0 for no effect and ±100 for the full control effect; nearly all actives have a fitted effect of over 75% in size
#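 Enzyme 20 nM + cpd, 15 min RT; add b-H3K9 pep 500 nM / SAM 20 uM; 2 h RT; anti-H3K9me1 Ab 0.5 ug/mL + SA donor / anti-rabbit acceptor beads 20 ug/mL each, 10 min; AlphaScreen read.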
# JMJD2A Tudor = JMJD2A Tudor domain (human) inhibition. AlphaScreen JMJD2A-Tudor / H3K4me3 peptide binding. Potency, µM (highest dose often 114 µM), without a hit: at the top dose activity change, negative = inhibition, actives largely listed as inhibitors. actives 4.4% (n = 390,000); note: potency is the fitted concentration of half-maximal effect; % is set by controls: 0 for no effect and ±100 for the full control effect; nearly all actives have a fitted effect of over 50% in size
# ERG Ets-DNA blk = blocks human ERG Ets domain binding to DNA | P11308 | fluorescence polarization, His-ERG Ets domain / labelled DNA | Potency, µM (top dose mostly 76.9 µM), for inactives: at the highest dose FP activity, negative = inhibition, usual class: inhibitors | actives 0.028% (n = 370,000) | AID 624246; active = well fitted inhibition curve with a large enough effect in the polarisation, with a control signal flat; inconclusive = small, poorly fitted or top-dose-only effect, or effect the other way, or a change in a side signal; inactive = no such curve, though single readings can be large or run the other way; the % refers to the polarisation;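 note: polarization taken with two DNA probes labelled with fluorescein and Texas red; potency is the fitted concentration of half-maximal effect; % of control where 0% means no effect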
# Target sequence (P11308 whole entry, looked up, the tested form may be a part): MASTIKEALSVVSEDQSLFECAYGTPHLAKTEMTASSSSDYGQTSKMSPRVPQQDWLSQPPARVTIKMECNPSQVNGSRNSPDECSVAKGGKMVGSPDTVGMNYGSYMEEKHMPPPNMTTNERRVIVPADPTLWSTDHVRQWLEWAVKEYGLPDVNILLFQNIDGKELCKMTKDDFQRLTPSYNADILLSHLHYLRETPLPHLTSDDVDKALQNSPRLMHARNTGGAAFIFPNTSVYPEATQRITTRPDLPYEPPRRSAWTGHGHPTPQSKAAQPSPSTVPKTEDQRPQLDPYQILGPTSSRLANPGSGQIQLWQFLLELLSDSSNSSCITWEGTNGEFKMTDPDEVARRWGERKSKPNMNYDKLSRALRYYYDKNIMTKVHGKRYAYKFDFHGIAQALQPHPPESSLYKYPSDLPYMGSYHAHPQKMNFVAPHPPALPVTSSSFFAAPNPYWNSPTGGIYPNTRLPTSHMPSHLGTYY
#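 His-tagged ERG Ets domain (1 uM in the protein solution; 300mM KCl, 50mM Tris-HCl, 1mM EDTA, 1mM DTT, pH 7.5) received compound, then a probe mix of 5 nM fluorescein-DNA and 100nM Texas-615-DNA. Fluorescence polarization was read for both dyes.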
# GLS inh = inhibitors of human glutaminase (GLS) | O94925 | GLS enzymatic activity, qHTS titration | Potency, µM (titrated, usually from 45.5 µM), for inactives: top-dose activity change, negative = inhibition, actives largely listed as inhibitors | actives 0.21% (n = 410,000); note: potency is the fitted concentration of half-maximal effect; % is set by controls: 0 for no effect and ±100 for the full control effect
#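 Human kidney-isoform GLS in 45 mM KH2PO4 pH 8.2, 0.02% Tween-20, with compound, started with 1mM L-Glutamine (added stock). Glutamate oxidase/HRP/Amplex red coupled fluorescence read at start and after 30 min at RT.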
# HP1b binding inh = HP1-beta chromodomain-methylated histone interaction inhibition; AID 540317; AlphaScreen HP1-beta / biotin-H3K9me3 peptide binding; Potency, µM (series often up to 114 µM), without a hit: top-dose activity change, negative = inhibition, most hits filed as inhibitors; actives 0.56% (n = 390,000); note: potency is the fitted concentration of half-maximal effect; nearly all actives have a fitted effect of over 70% in size; inactives centre near 23
#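 AlphaScreen: HP1-beta (50 nM) preformed 30 min with biotin-H3(1-18)K9me3 peptide (50 nM) in PBS pH 7.4, 0.01% Tween-20. Compound added for 30 min at RT, then streptavidin donor/nickel chelate acceptor beads (10 ug/mL) for 30 min.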
# BAZ2B block = BAZ2B (human) inhibition | Q9UIF8 | AlphaScreen BAZ2B-H3K14Ac peptide displacement | Potency, µM (top dose mostly 114 µM), without a hit: at the highest dose activity change, negative = inhibition, most hits filed as inhibitors | actives 4.4% (n = 360,000) | AID 504333; note: potency is the fitted concentration of half-maximal effect; % is set by controls: 0 for no effect and ±100 for the full control effect; nearly all actives have a fitted effect of over 60% in size
#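 BAZ2B 50 nM plus b-H3(5-23)K14Ac 50 nM, PBS pH 7.4/0.01% Tween-20, 30 min RT; compound added (max 110 uM), 30 min RT; streptavidin donor/Ni-chelate acceptor beads 10 ug/mL final, 20 min dark; AlphaScreen read.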
# PGK inhibitor = blocks T. brucei phosphoglycerate kinase; PGK/GAPDH coupled, Kinase-Glo luminescence, 60 min; Potency, µM (highest dose often 57.5 µM), without a hit: top-dose activity change, negative = inhibition, actives largely listed as inhibitors; actives 0.043% (n = 380,000); AID 602233; note: potency is the fitted concentration of half-maximal effect; % is set by controls: 0 for no effect and ±100 for the full control effect; nearly all actives have a fitted effect of over 60% in size
# Target sequence (P07378 whole entry, looked up): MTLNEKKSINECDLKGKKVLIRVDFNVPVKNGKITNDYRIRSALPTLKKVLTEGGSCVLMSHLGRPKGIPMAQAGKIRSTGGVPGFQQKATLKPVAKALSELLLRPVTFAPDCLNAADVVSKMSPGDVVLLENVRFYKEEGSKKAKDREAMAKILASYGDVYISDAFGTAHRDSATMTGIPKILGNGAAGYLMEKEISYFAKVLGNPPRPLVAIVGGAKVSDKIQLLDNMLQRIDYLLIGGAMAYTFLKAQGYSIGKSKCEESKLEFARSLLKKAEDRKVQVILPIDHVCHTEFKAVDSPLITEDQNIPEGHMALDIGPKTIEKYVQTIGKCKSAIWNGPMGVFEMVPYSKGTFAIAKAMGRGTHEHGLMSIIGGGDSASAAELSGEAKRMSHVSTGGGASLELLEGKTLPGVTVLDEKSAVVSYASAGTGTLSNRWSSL
#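 Recombinant glycosomal PGK reaction used 1,3-bisphosphoglycerate generated in-well by GAPDH (100nM final) in 100mM TEA pH 7.6, 5mM MgCl2, 0.01% Tween-20. After 60 minutes at room temperature, ATP was read by Kinase-Glo Plus luminescence end-point.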
# Active calls of the source: *; i = inactive; ? = inconclusive; · = no result given; [ ] = another dose, or the depositor's remark. Unless noted, calls come from the whole dose curve; as a rule, active = well fitted curve in the direction sought with a large enough effect; inconclusive = small, poorly fitted or top-dose-only effect, or another doubt; inactive = no such curve, though single readings can be large; an effect the other way counts as inactive or inconclusive. This is a random part of the collection, and some 11% of all compounds hit somewhere here.
SMILES,Pin1 inh,PI4K2A block,G9a block,JMJD2A Tudor,ERG Ets-DNA blk,GLS inh,HP1b binding inh,BAZ2B block,PGK inhibitor
Cc1ccc(C)c(N2CCN(S(=O)(=O)c3cnc(N)nc3)CC2)c1,-15%,-1,16%[59 µM],-22%,-14%,4%,6%[57 µM],-19%,7%
COC(=O)CCC(=O)Nc1sc2c(c1C#N)CCCC2,?,-2,?,-7%,3%,14%,11%,?,-7%
Nc1cc(Cl)ccc1N1C(=O)CCC1=O,-11%,-3,19%,-12%,-1%,-1%,21%,-5%,i
COc1ccc2cc(C(=O)NCc3ccc4c(c3)CCN4C(=O)c3ccc(C)cc3)[nH]c2c1,-10%,-2,4%[59 µM],-33%,-15%,-12%,-6%,-21%,-4%
O=C(O)c1ccc2c(c1)C(=O)N(NC(=O)c1ccccc1)C2=O,-11%,-6,6%,-14%,·,2%,60%[activator],-2%,-6%
Cc1cc(NC(=O)c2ccc(S(=O)(=O)Nc3ccccc3)cc2)no1,?,5,?,-20%,1%,9%,13%,8%[57.1 µM],-2%
CCCCn1c(N)c(N(CCOC)C(=O)Cn2c(=O)oc3ccccc32)c(=O)[nH]c1=O,3%,0,-30%,-14%,1%,2%,5%,-4%,7%
CCCCCCc1c(C)c2ccc(OCC(=O)N[C@@H](Cc3ccccc3)C(=O)O)cc2oc1=O,?,-6,20%[12.7 µM],?,-5%,15%,4%,?,-3%
Cc1ccc(C(=O)OCC(=O)N2CCC(c3ccccc3)=N2)cc1,4%,6,·,0%,-19%,-1%,24%,·,3%
CC(C)Cc1nnc(NC(=O)c2cc(S(=O)(=O)N(C)C)ccc2N2CCCC2)s1,-2%,5,14%,-24%,4%,1%,13%,-12%,6%
COc1ccc(OC)c(NC(=O)CCC(=O)Nc2nnc(C(F)(F)F)s2)c1,-2%,-15,-31%,-2%[11.4 µM],-11%,-22%,29%,12%,-1%
Cn1ccnc1C1CCCCN1Cc1nc(-c2ccc3c(c2)OCO3)no1 (stereo not drawn),1%,-2,-28%,-24%,14%,5%,5%,-35%,-7%
CC(C)CC(=O)N1CCN(Cc2ccccc2[N+](=O)[O-])CC1,2%,-2,14µM*,1.3µM*,-3%,2%,32µM*,25µM*,-1%
O=C(c1cc2nc(C3CC3)cc(C(F)F)n2n1)N1CCOCC1,0%,-3,-25%[12.7 µM],-26%,-5%,-12%,19%,-3%,-7%
CN(CC(=O)N1CCCCCC1)S(=O)(=O)c1ccc(F)cc1,-6%,0,5%,1%,18%,0%,43%[activator],3%,-2%
CCNC(=O)c1ccc(-n2nc(C(F)(F)F)c3c2CCCC3)cc1,-8%,11,6%,16%,-4%,-10%,26%,12%,-1%
CC1(C)CC2CC(C)(CN2C(=S)Nc2ccccc2)C1 (stereo not drawn),0%,-6,-3%,-9%[57.1 µM],-1%,-2%,-6%,-3%,0%
O=[N+]([O-])c1ccc(-c2csc(N3CCCCCC3)n2)cc1,10%,-4,?,-15%,-1%,-4%,-1%,-6%,-2%
Cc1oc(-c2cccc(Cl)c2)nc1CN1CCC(C(=O)NC(C)C)CC1,1%,0,0%[59 µM],-13%,-2%,0%,15%,-26%,i
COc1ccc(C2CC(c3cccs3)=NN2S(=O)(=O)c2ccc(C)cc2)cc1 (stereo not drawn),24%,3,·,6%,3%,8%,31%,·,i
COc1ccccc1NC(=O)C(=O)N/N=C/c1ccc([N+](=O)[O-])s1,2%,-1,-29%,-15%,-1%,5%,-7%,-17%,-4%
CC/C(=N\NC(=O)c1ccncc1)C12CC3CC(CC(C3)C1)C2,-6%,4,22%[12.7 µM],-6%,-6%,57%[activator],22%,-1%,-10%
Cc1ccccc1CN1c2ccccc2-c2nc(SCC(=O)Nc3cc(F)ccc3F)ncc2S1(=O)=O,41%[activator],4,5%[59 µM],1%,4%,0%,33%,5%,-4%
COc1ccc(NC(=O)c2cnc(SCC(=O)NCCc3ccccc3)n(C)c2=O)cc1,-9%,-4,8%,-16%,-12%,-11%,11%,13%,-1%
CC(C)c1ccc(NC(=O)N2CCN(c3ccc(Cl)c(Cl)c3)CC2)cc1,10%,-2,-2%[59 µM],0%,6%,2%,53%[activator],-4%,·
O=C(N/N=C/c1ccc2c(c1)OCO2)c1cc(-c2ccccc2)nc2ccccc12,13%,-6,14%[59 µM],-20%,15%,7%,22%,-4%,-2%
Cc1cccc(N2C(=O)CC(Cn3nc(C)cc3C)C2=O)c1 (stereo not drawn),0%,-6,15%,-9%,?,-6%,36%,-18%,0%
Cc1cccc(C)c1NC(=O)COc1cccc(/C=N/NC(=O)C(=O)NCc2ccccc2)c1,4%,4,44%[59 µM],-8%,-1%,-1%,20%,-8%,-4%
COc1ccc(C(=O)c2sc3nc(-c4ccc(F)cc4)ccc3c2N)cc1,?,2,-1%[59 µM],-6%,3%,-8%,29%,-18%,0%
C[C@H](CO)N1C[C@H](C)[C@@H](CN(C)S(=O)(=O)c2ccc(F)cc2)Oc2c(NC(=O)NC3CCCCC3)cccc2C1=O,-2%,3,·,?,15%,-2%,10%,·,-10%
Cc1cc2c(OCC(O)CN3CCCC3)cccc2[nH]1 (stereo not drawn),6%,3,-4%,-7%,1%,35%[activator],17%,-26%,-8%
CCNC(=O)c1sc(-c2ccccc2)nc1C,6%,0,7%,-4%,2%,3%,31%,4%,0%
O=C(CSc1nc2ccc(Nc3nc(N4CCOCC4)nc(N4CCOCC4)n3)cc2s1)NCc1ccco1,20%,-4,3%[59 µM],-13%,4%,-4%,28%,-16%,-9%
O=C(O)c1nn(-c2ccc(F)cc2)ccc1=O,-3%,0,-7%[2.33 µM],-8%,9%,6%,-6%,13%,-8%
O=C1OC(Sc2ccccc2)(c2ccccc2)c2ccccc21 (stereo not drawn),0%,6,·,65%[activator],2%,-14%,112%[activator],·,0%
O=C(CNC(=O)C1CCCCC1)OCC(=O)c1ccc(Cl)s1,1%,-2,-40%,11%,-4%,-19%,39%[activator],·,-1%
COc1ccc(-c2ccc3sc4ccccc4c(=O)c3c2)cn1,2%,-10,·,-8%,-7%,-3%,40%[activator],·,-6%
Cn1cc(/C=C(\NC(=O)c2ccccc2Cl)C(=O)N2CCOCC2)c2ccccc21,3%,-4,?,-13%,-2%,-12%,23%,-10%[57.1 µM],3%
COc1ccc(S(=O)(=O)CCC(=O)N2CCN(c3ccccc3F)CC2)cc1,6%,6,0%,-3%,-2%,-7%,36%,7%,i
O=[N+]([O-])c1ccccc1S(=O)(=O)N1CCCC(C(F)(F)F)C1 (stereo not drawn),-1%,-1,·,-7%,-5%,4%,3%,-6%,0%
Cc1ccc(CNc2ncnc3c2c(-c2ccccc2)cn3-c2cccc(Cl)c2)cc1,1%,2,11%[59 µM],-20%,-7%,-31%,8%,-3%,i
COc1ccc(C2CC(=O)Nc3c2c(=O)[nH]c2nc4ccccc4n32)cc1 (stereo not drawn),-1%,-1,13%[59 µM],-1%,7%,5%,36%,-5%,9%
O=C(Nc1ccc(-c2cn3c(n2)SCC3)cc1)c1ccc2ccccc2n1,8%,-8,-35%,-9%,-18%,-17%,7%,?,-2%

# An excerpt from above in order of SMILES length, smallest number first.
SMILES,Pin1 inh,PI4K2A block,G9a block,JMJD2A Tudor,ERG Ets-DNA blk,GLS inh,HP1b binding inh,BAZ2B block,PGK inhibitor
CCNC(=O)c1sc(-c2ccccc2)nc1C,6%,0,7%,-4%,2%,3%,31%,4%,0%
O=C(O)c1nn(-c2ccc(F)cc2)ccc1=O,-3%,0,-7%[2.33 µM],-8%,9%,6%,-6%,13%,-8%
O=C1OC(Sc2ccccc2)(c2ccccc2)c2ccccc21 (stereo not drawn),0%,6,·,65%[activator],2%,-14%,112%[activator],·,0%
COc1ccc(-c2ccc3sc4ccccc4c(=O)c3c2)cn1,2%,-10,·,-8%,-7%,-3%,40%[activator],·,-6%
O=C(CNC(=O)C1CCCCC1)OCC(=O)c1ccc(Cl)s1,1%,-2,-40%,11%,-4%,-19%,39%[activator],·,-1%
O=C(Nc1ccc(-c2cn3c(n2)SCC3)cc1)c1ccc2ccccc2n1,8%,-8,-35%,-9%,-18%,-17%,7%,?,-2%
COc1ccc(S(=O)(=O)CCC(=O)N2CCN(c3ccccc3F)CC2)cc1,6%,6,0%,-3%,-2%,-7%,36%,7%,i
COc1ccc(C2CC(=O)Nc3c2c(=O)[nH]c2nc4ccccc4n32)cc1 (stereo not drawn),-1%,-1,13%[59 µM],-1%,7%,5%,36%,-5%,9%
Cc1ccc(CNc2ncnc3c2c(-c2ccccc2)cn3-c2cccc(Cl)c2)cc1,1%,2,11%[59 µM],-20%,-7%,-31%,8%,-3%,i
Cn1cc(/C=C(\NC(=O)c2ccccc2Cl)C(=O)N2CCOCC2)c2ccccc21,3%,-4,?,-13%,-2%,-12%,23%,-10%[57.1 µM],3%
